Source: PubChem BioAssay (National Center for Advancing Translational Sciences (NCATS))
FBPA Giardia inh: blocks Giardia fructose-bisphosphate aldolase activity. Potency, µM (doses to about 59.6 µM), inactives show at the highest dose activity, negative = inhibition, actives largely listed as inhibitors. AID 2451. 0.71% of 290,000 active. purified Giardia FBPA. A8B2U2; note: potency is the fitted concentration of half-maximal effect; nearly all actives have a fitted effect of over 55% in size
Target sequence (A8B2U2 whole entry, looked up): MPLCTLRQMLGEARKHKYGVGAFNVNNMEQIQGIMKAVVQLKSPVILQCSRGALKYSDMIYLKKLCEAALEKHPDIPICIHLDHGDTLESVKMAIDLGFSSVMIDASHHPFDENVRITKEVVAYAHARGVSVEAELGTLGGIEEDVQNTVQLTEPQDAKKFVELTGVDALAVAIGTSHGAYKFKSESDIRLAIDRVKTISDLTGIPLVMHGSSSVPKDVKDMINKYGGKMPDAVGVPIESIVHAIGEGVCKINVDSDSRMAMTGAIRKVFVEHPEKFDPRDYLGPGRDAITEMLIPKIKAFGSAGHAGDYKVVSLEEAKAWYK
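Giardia FBPA (40 nM reagent) was preincubated 10 min at RT with compound (up to 57.5 uM final), then substrate plus GAPDH/TPI/NAD/arsenate coupling system with diaphorase/resazurin was added; resorufin fluorescence (525/598 nm) was read after 20 min.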
HCV inh: inhibitors of hepatitis C virus infection; Potency, µM (highest dose often 41.8 µM), for the others: at the highest dose activity change, negative = inhibition, hits mostly inhibitors; AID 651820; Huh7.5.1 HCVcc-Cre infection, luciferase reporter, 44 h; 3.4% of 340,000 active; note: potency is the fitted concentration of half-maximal effect
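Infectious HCV cell culture screen: compound-treated cells (1,000/well, pre-plated 4 h) are infected with HCVcc-Cre at roughly 0.5 moi and grown 44 h. Infection is quantified by luciferase signal after 15 min substrate incubation at room temperature.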
AmpC no deterg: inhibitors of E. coli AmpC beta-lactamase without detergent | AID 485341 | P00811 | 0.52% of 330,000 active | AmpC nitrocefin hydrolysis, absorbance 480 nm, 0.0001% Triton | Potency, µM (titrated, usually from 57.1 µM), for inactives: top-dose activity change, negative = inhibition, actives largely listed as inhibitors;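 note: potency is the fitted concentration of half-maximal effect; plate controls were no compound for no effect and no enzyme for full effect; nearly all actives have a fitted effect of over 20% in size; some results filed as inactive show a strong effect at the top dose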
Target sequence (P00811 whole entry, looked up): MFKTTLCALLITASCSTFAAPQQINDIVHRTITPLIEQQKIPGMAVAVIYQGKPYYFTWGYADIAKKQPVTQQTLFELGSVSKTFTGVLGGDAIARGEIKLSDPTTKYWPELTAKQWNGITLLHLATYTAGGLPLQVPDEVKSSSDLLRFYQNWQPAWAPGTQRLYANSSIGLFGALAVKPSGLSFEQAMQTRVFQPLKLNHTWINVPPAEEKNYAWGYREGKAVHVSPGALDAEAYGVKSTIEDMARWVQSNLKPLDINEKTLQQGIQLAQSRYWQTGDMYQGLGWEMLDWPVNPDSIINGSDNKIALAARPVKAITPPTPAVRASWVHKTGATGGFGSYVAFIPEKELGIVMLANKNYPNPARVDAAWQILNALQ
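20 mM phosphate pH 7.0 + 0.01% (detergent screen) or 0.0001% Triton X-100; 5.3 nM AmpC reagent; cpd preinc 15 min RT; nitrocefin (800 uM stock) to start; A480 q20 s × 4 min; Activity was normalised to no-enzyme and no-compound control wells.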
AmpC detergent: blocks E. coli AmpC beta-lactamase in detergent assay; AID 485294; 0.041% of 370,000 active; P00811; AmpC hydrolysis of nitrocefin, absorbance 480 nm, 0.01% Triton; Potency, µM (top dose mostly 114 µM), inactives show at the highest dose activity change, negative = inhibition, usual class: inhibitors;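 note: potency is the fitted concentration of half-maximal effect; 0% = no-compound wells and -100% = no-enzyme wells; nearly all actives have a fitted effect of over 25% in size; some results filed as inactive show a strong effect at the top dose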
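AmpC (5.3 nM in the dispensed reagent) in 20 mM phosphate pH 7.0 with 0.01% (detergent screen) or 0.0001% Triton X-100 was preincubated with compounds for 15 min at room temperature. Nitrocefin was then added from an 800 uM solution, and hydrolysis was followed at 480 nm.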
Sm TGR inh: S. mansoni TGR enzyme inhibition | purified TGR, DTNB reduction, TNB absorbance 405 nm | Potency, µM (highest dose often 114 µM), inactives show top-dose activity change, negative = inhibition, usual class: inhibitors | AID 485364 | 3% of 360,000 active; note: potency is the fitted concentration of half-maximal effect; nearly all actives have a fitted effect of over 60% in size
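First, TGR (20 nM dispensed) and NADPH were mixed with compound. Second, a 15 min room-temperature incubation followed. Third, further NADPH and then DTNB were added to start the reaction. Finally, TNB absorbance was monitored kinetically.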
HCMV antiviral: blocks human cytomegalovirus replication; AID 1259415; HFF cells, HCMV-luciferase reporter, 72 h; hits give low values; 4.5% of 410,000 active; activity change, negative = inhibition, % at 57.5 µM; in the data active = activity change below about -60%; inconclusive = no clear call, values can overlap the other calls; inactive = above about -39%
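Cell-based, HFFs, 1000 cells/well, 16 h 37C; cpds in DMSO + HCMV-luc, MOI 1 PFU/cell; 72 h 37C; OneGlo luminescence after 5 min RT; norm. to buffer vs Salinomycin 10uM.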
The depositor's hits bear a star; ? = inconclusive; . = not tested or not shown; & = joins results of further samples; [ ] = another dose, or the depositor's remark. Unless noted, calls come from the whole dose curve; as a rule, active = well fitted curve in the direction sought with a large enough effect; inconclusive = small, poorly fitted or top-dose-only effect, or another doubt; inactive = no such curve, though single readings can be large; an effect the other way counts as inactive or inconclusive. Unless noted, % is set by controls: 0 for no effect and ±100 for the full control effect.

SMILES	FBPA Giardia inh	HCV inh	AmpC no deterg	AmpC detergent	Sm TGR inh	HCMV antiviral
COC(=O)[C@]1(C)N[C@H](CN(C)C(=O)Nc2ccc(C(F)(F)F)cc2)[C@@H]2C(=O)N(C)C(=O)[C@@H]21	.	12%	7%	.	.	19
COc1ccc(N2CCN(C(CNC(=O)OCc3ccccc3)c3ccco3)CC2)cc1 (stereo not drawn)	3%	?	-9%	-10%	-3%	6
NC(=O)c1cc(S(=O)(=O)N2CCc3ccccc3C2)cs1	2%	12%	126%[activator]	-5%	13%	-33
O=C(OCCOc1ccccc1)c1n[nH]c2ccccc12	-13%	8%	-35%	12%	3%	-29
Cc1ccc(C(=O)OCC(=O)NC(=O)c2ccc(C(C)(C)C)cc2)c(O)c1	.	-7%	-20%	-17%	-1%	5
CC(C)(C)N(Cc1ccccc1)C(=O)CN1C(=O)NC2(CCCCCC2)C1=O	.	1%	-18%	-5%	1%	-61*
COc1cc2c(cc1OC)-c1cc(N3CCCCCC3)nc(=O)n1CC2	1%	-5%	19%	3%	-5%	74
COCCNC(=O)CN(C(=O)CCC(=O)Nc1ccccn1)c1ccc(C)c(C)c1	11%	23%	54%	-8%	7%	20
COc1ccc(/C=C(\NC(=O)c2cccs2)C(=O)NCc2ccco2)cc1OC	0%	-17%	-14%	-6%	-7%	10
OC(CNC1CCCC1)COc1ccccc1Br (stereo not drawn)	11%	2%	-3%	-18%	-2%	52
Cc1c(NC(=O)COC(=O)c2ccc(Cl)nc2)c(=O)n(-c2ccccc2)n1C	.	-2%	-1%	.	.	24
COc1ccc2nc(NC(=O)c3nc(S(=O)(=O)Cc4ccccc4F)ncc3Cl)sc2c1	.	.	.	-10%	-12%	-88*
CC(C)CC(=O)O/N=C1\C(=O)N(Cc2ccc(Cl)cc2)c2ccc([N+](=O)[O-])cc21	-1%	.	-45%	?	8%	.
CCc1noc(C)c1C(=O)Nc1cc(S(=O)(=O)N(CC)CC)ccc1N1CCOCC1	.	-22%	121%[activator]	-9%	-13%	4
COc1ccccc1-c1nc2c(c(SCC(=O)Nc3c(C)cc(C)cc3C)n1)Cc1c(CO)cnc(C)c1O2	.	.	.	-5%	1%	-19
O=C(C1CCN(S(=O)(=O)c2cccc3nonc23)CC1)N1CCN(c2ccccc2)CC1	.	.	.	20%	-3%	-18
O=C(c1ccc2c(c1)N(Cc1cccc(F)c1)C(=O)c1ccccc1S2)N1CCOCC1	.	.	.	-1%	4%	-4
Cc1ccc(S(=O)(=O)NCC(C)NS(=O)(=O)c2ccccc2[N+](=O)[O-])cc1 (stereo not drawn)	6%	-1%	-11%	?	0%	45
Cc1ccc(-c2nn3c(C)nnc3c3ccccc23)cc1S(=O)(=O)NCCN1CCOCC1	.	1%	7%	-5%	-23%	129
C=CCN1CCN(C(=O)c2cc3c(s2)CCC(CC)C3)CC1 (stereo not drawn)	8%	-5%	111%[activator]	7%	0%	-19
O=C(Cc1ncc(C(F)(F)F)cc1Cl)NCCc1ccccn1	0%	-3%	-19%	-13%	-4%	8
COc1nc(-c2ccccc2)c2c(c1C#N)CC(C)(C)OC2	14%	-7%	2%	-20%	14%	15
CCN(CC(=O)Nc1ccc2c(c1)OCCO2)S(=O)(=O)c1ccc(F)cc1	-9%	-11%	-16%	?	-9%	19
CCOC(=O)C1CCCN(C(=O)CCNC(=O)Cn2ccc3ccccc3c2=O)C1 (stereo not drawn)	7%	6%	-7%	1%	-4%	32
O=C(NCCCN1CCCC1=O)c1ccc2c(=O)n(-c3ccc(F)cc3)c(=S)[nH]c2c1	-15%	.	-14%	3%	0%	-16

In the list so far, these have two or more sulfur atoms.
SMILES	FBPA Giardia inh	HCV inh	AmpC no deterg	AmpC detergent	Sm TGR inh	HCMV antiviral
NC(=O)c1cc(S(=O)(=O)N2CCc3ccccc3C2)cs1	2%	12%	126%[activator]	-5%	13%	-33
COc1ccc2nc(NC(=O)c3nc(S(=O)(=O)Cc4ccccc4F)ncc3Cl)sc2c1	.	.	.	-10%	-12%	-88*
Cc1ccc(S(=O)(=O)NCC(C)NS(=O)(=O)c2ccccc2[N+](=O)[O-])cc1 (stereo not drawn)	6%	-1%	-11%	?	0%	45

Next section:
SMILES	FBPA Giardia inh	HCV inh	AmpC no deterg	AmpC detergent	Sm TGR inh	HCMV antiviral
CC(C)CCC(C)NC(=O)C1CCN(S(=O)(=O)/C=C/c2ccccc2)CC1 (stereo not drawn)	14%	-16%	0%	-9%	5%	8
O=C(CSc1nnc(NC(=O)C2CC2)s1)Nc1ccc2c(c1)OCCO2	11%	16%	-27%	3%	-11%	14
CN1C(=S)SC(N(O)C(=O)Nc2cccc3ccccc23)C1(C)C (stereo not drawn)	-11%	2%	-36%	6%	0%	79
CSc1nc2nc(C)c(C/C=C/c3ccccc3)c(=O)n2[nH]1	19%	-2%	-24%	5%	0%	-5
CC(C)n1nc(C(=O)NNC(=O)c2ccncc2)c2ccccc2c1=O	.	8%	-15%	?	-5%	-27
O=C(NCc1ccccn1)[C@H]1C[C@@H]1[C@H](NP(=O)(c1ccccc1)c1ccccc1)c1ccccc1	12%&2%	5%[8.37 µM]	123%[activator]	?	-5%	-4
CCOc1ccc(NC(C)C(=O)N/N=C/c2cccs2)cc1 (stereo not drawn)	-16%	0%	-22%	2%	1%	24
NC(=O)c1cc2cc([N+](=O)[O-])ccc2oc1=O	6%	21%	-13%	-2%	8%	14
COc1ccc2c(c1)-c1ccccc1S(=O)(=O)N2C	.	7%	-26%	-9%	-8%	-5
CSc1nc(-c2ccc(C)cc2)[nH]c1S(=O)(=O)c1ccccc1	-12%	-22%	-55%	0%	0%	?
COc1ccc(C)cc1S(=O)(=O)N1CCC(C)CC1	1%	17%	2%	-6%	-29%	?
COc1ccc2c(c1)C(c1ccc(C)o1)=NNC(c1cccnc1)=N2	-2%	?	-49%	-8%	1%	8
Cc1ccccc1-n1c(SCC(=O)Nc2cccc3ccccc23)nc(O)cc1=O	8%	7%	-35%	-3%	-15%	0
COc1ccc(NC(=O)/C(C#N)=C/c2c(C)nn(-c3ccc(F)cc3)c2Cl)cc1OC	-11%	-4%	25%	9%	1%	-15
Cc1cccc(NC(=S)NCC2CCCO2)c1 (stereo not drawn)	-2%	6%	-12%	-1%	-21%	17
O=C(NCC1CCCO1)C1CCC(=O)N1CCc1ccccc1 (stereo not drawn)	-1%	0%	-12%	?	0%	-15
CC(C)(C)NC(=O)c1cccc(NC(=O)c2ccco2)c1	7%	-20%	-8%	?	5%	43
C=CCSC(=S)NC1CCS(=O)(=O)C1 (stereo not drawn)	-8%	5%	-22%	3%	-21%	?
Cc1cccc(Cn2c(=O)c3c(nc4n3CCN4Cc3ccco3)n(C)c2=O)c1	4%	?	87%[activator]	-11%	1%	-15
CC(=O)Nc1cccc(NC(=O)CCCC2CCCCC2)c1	.	-5%	93%[activator]	-2%	-13%	-36
Cc1ccc(CNC(=O)c2ccc(Cn3nc(C)cc3C)o2)cc1	-1%	?	34%	?	-23%	-8
COc1ccc(F)cc1C(=O)C1CCCN(C(=O)CCc2ccccn2)C1 (stereo not drawn)	6%	3%	59%	-1%	-6%[57.1 µM]	-38
C/C(=N/NC(=O)CNC(=O)Cc1ccccc1)c1ccco1	5%	-2%	-7%	-4%	1%	-13
Cc1cc(N2CCN(c3ccccc3F)CC2)nc2cc(O)ccc12	-2%	-25%	-43%	0%	-9%	131
Cc1ccsc1/C=C1\SC(N2CC(C)OC(C)C2)=NC1=O (stereo not drawn)	-7%	?	3%	?	-11%	20
CCc1ccc(NCc2cc3cc4c(cc3n(CC(=O)Nc3ccccc3OC)c2=O)OCCO4)cc1	.	.	.	-3%	-31%	30

Molecules above with an aryl methoxy group (twelve):
SMILES	FBPA Giardia inh	HCV inh	AmpC no deterg	AmpC detergent	Sm TGR inh	HCMV antiviral
COc1ccc(N2CCN(C(CNC(=O)OCc3ccccc3)c3ccco3)CC2)cc1 (stereo not drawn)	3%	?	-9%	-10%	-3%	6
COc1cc2c(cc1OC)-c1cc(N3CCCCCC3)nc(=O)n1CC2	1%	-5%	19%	3%	-5%	74
COc1ccc(/C=C(\NC(=O)c2cccs2)C(=O)NCc2ccco2)cc1OC	0%	-17%	-14%	-6%	-7%	10
COc1ccc2nc(NC(=O)c3nc(S(=O)(=O)Cc4ccccc4F)ncc3Cl)sc2c1	.	.	.	-10%	-12%	-88*
COc1ccccc1-c1nc2c(c(SCC(=O)Nc3c(C)cc(C)cc3C)n1)Cc1c(CO)cnc(C)c1O2	.	.	.	-5%	1%	-19
COc1nc(-c2ccccc2)c2c(c1C#N)CC(C)(C)OC2	14%	-7%	2%	-20%	14%	15
COc1ccc2c(c1)-c1ccccc1S(=O)(=O)N2C	.	7%	-26%	-9%	-8%	-5
COc1ccc(C)cc1S(=O)(=O)N1CCC(C)CC1	1%	17%	2%	-6%	-29%	?
COc1ccc2c(c1)C(c1ccc(C)o1)=NNC(c1cccnc1)=N2	-2%	?	-49%	-8%	1%	8
COc1ccc(NC(=O)/C(C#N)=C/c2c(C)nn(-c3ccc(F)cc3)c2Cl)cc1OC	-11%	-4%	25%	9%	1%	-15
COc1ccc(F)cc1C(=O)C1CCCN(C(=O)CCc2ccccn2)C1 (stereo not drawn)	6%	3%	59%	-1%	-6%[57.1 µM]	-38
CCc1ccc(NCc2cc3cc4c(cc3n(CC(=O)Nc3ccccc3OC)c2=O)OCCO4)cc1	.	.	.	-3%	-31%	30

Random draw from the library. About 9.9% of those tested had a hit in this group.
